M1 ag parental: counter-screen for M1 agonists: effect in parental CHO-K1 cells | Fluo-8 calcium fluorescence; scaled to maximal ATP response, vehicle zero | activation, % at 3 µM | 360,000 compounds, 0.48% hits | AID 602248, 2012; in the data active means activation above about 15%;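 further: untransfected CHO-K1 host cells lacking M1 receptor as counterscreen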
M1 PAM parental: nonselective calcium activators in parental CHO-K1 cells, primary screen, counter-screen for M1 PAM project, cell-based, Fluo-8 calcium fluorescence, full deck, 1536-well. 360,000 compounds, 0.02% hits. activation, % at 3 µM. AID 602247, 2012. ATP EC20; 0% at ATP EC20, 100% at ATP max;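 active means activation above the run cutoff, the mean activation of all test compounds plus 3 SD, cut at about 40% in these data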;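 further: peak over basal fluorescence ratio in a 140 s read after ATP addition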
M1 ag: human M1 muscarinic receptor agonists, primary screen, Fluo-8 calcium fluorescence, CHO-K1 cells, HTS | 360,000 compounds, 0.33% hits | CHO-K1 hM1, agonist mode; 0% DMSO, 100% acetylcholine EC100 | activation, % at 3 µM | Muscarinic acetylcholine receptor M1 (Homo sapiens), P11229;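 active means activation above the run's mean compound activation plus 3 SD, cut at about 16% in these data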;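 further: peak over basal fluorescence ratio within a 140 s kinetic read after compound addition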
Target sequence (P11229 whole entry, looked up): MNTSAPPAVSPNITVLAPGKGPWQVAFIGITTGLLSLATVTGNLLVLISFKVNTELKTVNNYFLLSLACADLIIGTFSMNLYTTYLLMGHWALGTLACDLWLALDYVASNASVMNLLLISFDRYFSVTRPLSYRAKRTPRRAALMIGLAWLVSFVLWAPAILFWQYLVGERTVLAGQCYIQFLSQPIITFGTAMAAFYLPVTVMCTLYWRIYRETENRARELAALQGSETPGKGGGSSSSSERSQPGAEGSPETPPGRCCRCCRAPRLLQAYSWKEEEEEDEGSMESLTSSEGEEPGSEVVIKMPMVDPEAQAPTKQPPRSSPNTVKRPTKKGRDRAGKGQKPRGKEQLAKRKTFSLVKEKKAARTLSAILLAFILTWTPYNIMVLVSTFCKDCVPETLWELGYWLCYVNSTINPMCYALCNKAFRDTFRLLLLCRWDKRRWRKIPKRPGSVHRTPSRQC
CHO-K1 Ca antag: counter-screen for M1 antagonists: effect in parental CHO-K1 cells; ATP-induced calcium, Fluo-8 fluorescence; inhibition, % at 3 µM; 360,000 compounds, 0.6% hits; AID 602250;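 active means inhibition above a per-plate cutoff, the plate's mean sample inhibition plus 3 SD, cut at about 24% in these data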;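 further: 0% = DMSO plus EC80 ATP and 100% = DMSO alone without ATP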
TAAR1 ag: human TAAR1 agonists, primary screen, Fluo-8 calcium fluorescence, CHO RD-HGA16 cells | 360,000 compounds, 0.99% hits | Trace amine-associated receptor 1 (Homo sapiens), Q96RJ0 | activation, % at 3 µM | vehicle wells 0%, saturating PEA agonist 100%;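 active means activation above the mean activation of all test compounds in the run plus 3 SD, cut at about 38% in these data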
Target sequence (Q96RJ0 whole entry, looked up): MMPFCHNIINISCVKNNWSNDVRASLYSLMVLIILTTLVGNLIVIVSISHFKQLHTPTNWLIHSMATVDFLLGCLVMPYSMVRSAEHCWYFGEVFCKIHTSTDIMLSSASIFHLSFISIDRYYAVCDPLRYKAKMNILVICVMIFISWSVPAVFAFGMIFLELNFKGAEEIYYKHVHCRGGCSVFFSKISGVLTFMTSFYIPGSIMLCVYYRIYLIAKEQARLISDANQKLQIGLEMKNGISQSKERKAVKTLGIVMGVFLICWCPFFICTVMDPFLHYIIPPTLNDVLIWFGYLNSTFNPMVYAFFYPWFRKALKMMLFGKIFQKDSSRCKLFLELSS
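Benchmarks: low control DMSO, high control PEA (EC100); System: CHO RD-HGA16 cells carrying human TAAR1 plus Gα16; Detection: Fluo-8 fluorescence, 5 s baseline then 140 s kinetic read; Schedule: 17-24 h plating, Fluo-8 75 min 37 °C, 30 min RT; Read-out basis: % activation from peak over basal fluorescence ratio, DMSO-to-PEA scaled.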
CHRM1 antagonist: human M1 muscarinic receptor antagonists, primary screen, CHO-K1 cells, Fluo-8 calcium fluorescence, 1536-well; CHO-K1 hM1, ACh EC80 antagonist; Muscarinic acetylcholine receptor M1 (Homo sapiens), P11229; 360,000 compounds, 1.3% hits; inhibition, % at 3 µM; AID 588852, 2011;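 active means percent inhibition above its own plate's cutoff, namely the mean of that plate's compound wells plus 3 SD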;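 further: peak over basal fluorescence ratio during 140 s after agonist addition; 0% = ACh EC80 plus DMSO and 100% = DMSO alone without agonist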
TAAR1 antag: human TAAR1 antagonists, primary screen, Fluo-8 calcium fluorescence, CHO RD-HGA16 cells; antagonist; inhibition, % at 3 µM; 360,000 compounds, 1.5% hits; AID 624466, 2012;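 active means inhibition above a per-plate cutoff, the mean inhibition of test compounds on that plate plus 3 SD, cut at about 49% in these data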;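 further: 0% = DMSO plus EC80 beta-PEA response and 100% = DMSO alone without agonist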
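Test system: hTAAR1-expressing CHO RD-HGA16 cells, Gα16-coupled; Probe or stimulus: EC80 β-phenethylamine stimulus; Compound dosing: single nominal final test compound concentration of 3 µM; Timing: 140 s kinetic read after compound, 140 s after agonist; Signal: Fluo-8 calcium-sensitive fluorescence; Measure: % inhibition of agonist calcium response; Controls: DMSO and EC80 PEA controls.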
CHRM1 PAM: human M1 muscarinic receptor positive allosteric modulators, primary screen, CHO-K1 cells, Fluo-8 calcium fluorescence, 1536-well | Muscarinic acetylcholine receptor M1 (Homo sapiens), P11229 | CHO-K1 hM1, ACh EC20; 0% = ACh EC20, 100% = maximal ACh | activation, % at 3 µM | 360,000 compounds, 0.088% hits; in the data active means activation above about 19%, passing the limit was not always enough
CHO parental Ca: ATP-evoked calcium signal inhibitors, parental CHO, primary screen, counter-screen for OX1R antagonist project, cell-based, fluorescence, Fluo-8 calcium dye; parental CHO-K1, ATP-induced calcium, Fluo-8 fluorescence; inhibition, % at 5.6 µM; 330,000 compounds, 0.63% hits; AID 463079, 2010;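 active means inhibition above that plate's mean sample inhibition plus 3 SD, cut at about 26% in these data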;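 further: 0% = ATP-challenged DMSO wells and 100% = DMSO wells without ATP; some compounds past the cut are filed as inactive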
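Material: parental CHO cells / Compound: single nominal dose of 5.6 µM per compound / Signal: Fluo-8 fluorescence / Replicates: singlicate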
Numbers without * were called inactive; x = not tested or not shown. Compounds were not picked by outcome; overall some 4.4% were active at least once.

No.	Molecule	M1 ag parental	M1 PAM parental	M1 ag	CHO-K1 Ca antag	TAAR1 ag	CHRM1 antagonist	TAAR1 antag	CHRM1 PAM	CHO parental Ca
1	O=C(O)COc1ccc(/C=N/NC(=O)C2CCCN2S(=O)(=O)c2ccc(Cl)cc2)cc1 (stereo not drawn)	0.2	-1.0	-2.8	-5.2	6.1	-2.5	-10.7	-5.5	-12.6
2	COC(=O)c1ccccc1N=Nc1c(C)n[nH]c1C	2.9	21.7	-3.4	-7.4	0.2	-5.5	-3.5	2.9	-5.0
3	CC1(C)C2CC[C@]3(C)C(CC=C4[C@@H]5C[C@@](C)(CO)[C@@H](O)C[C@]56C[C@@H](OC6=O)[C@]43C)[C@@]2(C)CC[C@@H]1O (stereo partly drawn)	0.4	0.6	-0.3	1.4	1.7	-23.3	12.2	16.1	-5.3
4	COc1ccc([C@H]2CC(=O)C=C(c3cccc(C(F)(F)F)c3)C2)cc1	-0.3	15.2	-8.2	-9.2	7.8	1.1	29.2	-1.5	-9.9
5	CC(=O)NC(CC(=O)NCC(c1ccco1)N(C)C)c1ccccc1 (stereo not drawn)	0.5	19.9	-2.4	7.9	3.5	3.4	7.8	6.9	-2.2
6	CN(C)Cc1c(C(=O)N/N=C/CCc2ccccc2)nnn1-c1nonc1N	0.9	4.6	-1.1	-15.5	4.8	-24.6	-12.5	14.8	-7.9
7	CC1=C(C(=O)N2CCc3ccccc32)C2(CCC(C)CC2)OC1=O (stereo not drawn)	0.1	18.8	-6.6	-12.4	4.6	-17.6	10.6	12.8	-31.8
8	Cc1nn(-c2ccccc2)c(C)c1/C=N/NC(=O)c1cc(C23CC4CC(CC(C4)C2)C3)[nH]n1	0.5	7.4	-0.2	11.1	2.5	5.5	44.3	4.5	-19.1
9	COc1cc(/C=N/Nc2cccc3cccnc23)cc(OC)c1O	-0.2	8.6	-7.1	-10.1	-2.5	-4.7	10.2	4.9	-15.3
10	CC1CCCN(C(=O)CCNS(=O)(=O)c2ccc(Br)cc2)C1 (stereo not drawn)	1.2	3.6	0.3	6.7	1.3	4.7	-2.7	5.7	-24.0

(listing goes on)
No.	Molecule	M1 ag parental	M1 PAM parental	M1 ag	CHO-K1 Ca antag	TAAR1 ag	CHRM1 antagonist	TAAR1 antag	CHRM1 PAM	CHO parental Ca
11	Cc1ccc(N(CC(=O)NCc2ccccn2)S(=O)(=O)c2ccccc2)cc1C	1.1	20.5	-0.7	-17.3	-3.0	-23.7	0.2	16.0	-15.8
12	CCc1nnc(SC(C)C(=O)Nc2nccs2)n1C (stereo not drawn)	0.1	12.5	-1.2	-8.4	0.5	-9.7	-14.2	8.1	-4.8
13	O=C(/C=C/Sc1ccc(C(F)(F)F)cn1)c1ccccc1	2.1	13.9	-4.8	-2.2	1.5	-4.8	-26.1	5.0	-4.2
14	NC(=O)C1CCCN(C(=O)c2[nH]c(C(F)(F)F)nc2-c2ccccc2)C1 (stereo not drawn)	0.7	1.9	-2.4	-13.9	2.0	-23.1	-5.3	3.9	x
15	O=C1CCC(=O)N1CCSC(=S)N1CCOCC1	1.1	17.7	-2.4	-22.1	9.8	-13.7	-14.0	14.3	-0.5
16	CC(CCc1ccccc1)NS(=O)(=O)c1ccccc1 (stereo not drawn)	0.1	14.1	-5.2	-7.5	3.8	-19.3	9.1	-4.4	-9.1
17	COc1cccc(NC(=O)N2CCC(C(N)=O)(N3CCCCC3)CC2)c1	0.2	-2.1	-3.4	-5.1	2.2	-4.1	2.4	7.0	4.7
18	COc1ccc(C2CC=C(C(C)=O)CN2S(=O)(=O)c2ccc(C)cc2)cc1 (stereo not drawn)	4.0	6.8	-2.7	4.9	-0.7	8.8	2.3	-3.9	x
19	O=C(CC1CCCC1)NCCc1cn2ccccc2n1	0.9	22.2	-10.7	-5.9	-0.5	-6.8	-11.1	4.8	-0.3
20	COc1ccc(-c2coc3cc(OC4OC(CO)C(O)C(O)C4O)cc(O)c3c2=O)cc1 (stereo not drawn)	0.1	6.0	-2.4	-18.1	1.9	-4.1	-10.9	9.4	-0.1

New compounds follow.
No.	Molecule	M1 ag parental	M1 PAM parental	M1 ag	CHO-K1 Ca antag	TAAR1 ag	CHRM1 antagonist	TAAR1 antag	CHRM1 PAM	CHO parental Ca
21	CCOc1ccc(-n2nc(C(=O)NCCOC)c3ccccc3c2=O)cc1	0.6	-4.0	0.0	-0.6	2.1	0.8	-15.9	-15.4	-16.8
22	CC(=O)N1CCc2cc(N=NC3=C(O)CC(C)(C)CC3=O)ccc21	0.0	8.3	-2.8	-7.2	1.8	-1.6	5.8	5.5	2.7
23	CCCC(=O)Nc1nc2ccc(NC(=O)c3cccnc3)cc2s1	2.8	21.8	-0.9	-14.6	6.3	2.0	14.2	1.0	-11.8
24	Cc1ccc2cc3c(NC(=O)c4ccco4)nn(CC(C)C)c3nc2c1	0.9	11.6	-3.9	-6.3	-4.8	-8.1	-17.3	7.9	-9.0
25	Cc1oc(-c2ccccc2F)nc1CS(=O)CC(=O)NCc1ccc(F)cc1 (stereo not drawn)	3.5	3.8	-2.2	-2.5	0.0	7.0	-18.2	-1.1	-4.6
26	Cc1ccc(OCC(=O)N2CCN(S(=O)(=O)c3ccc4c(c3)OCCO4)CC2)c(C)c1	1.9	15.2	1.3	-10.8	0.1	-11.0	-5.2	13.8	-24.4
27	COc1ccc(NC(=O)c2cc(C3CCCCN3C(=O)c3cccs3)on2)c(C)c1 (stereo not drawn)	1.4	8.9	-7.5	-10.2	4.4	-7.1	-12.8	-1.1	x
28	CCCC(C)NC(=O)CSc1nc(-c2ccccc2)cn1N (stereo not drawn)	1.1	14.5	-5.7	-8.9	0.3	-13.8	-23.4	7.4	-4.7
29	Cc1cc(SCC(=O)c2cc(C)n(C)c2C)nc2ccccc12	-0.3	6.4	-3.1	-6.0	3.9	-14.3	-3.5	9.9	-14.9
30	Cc1c(Cc2ccccc2)sc(/N=C/c2c(O)ccc3ccccc23)c1C(N)=O	3.5	4.0	0.6	7.9	x	10.6	x	1.3	8.6

Next section:
No.	Molecule	M1 ag parental	M1 PAM parental	M1 ag	CHO-K1 Ca antag	TAAR1 ag	CHRM1 antagonist	TAAR1 antag	CHRM1 PAM	CHO parental Ca
31	CC[C@H](C)[C@H]1CNC(=O)C(=O)N1CC1CCN(CCCc2ccc(OC)c(OC)c2)CC1	0.3	-1.2	-3.5	-1.2	0.8	0.2	-16.7	-0.9	x
32	CC(=O)N1CCN(CC(=O)c2ccc(Br)cc2)CC1	0.7	22.9	-6.4	-5.3	3.4	-9.1	-18.3	10.4	-5.3
33	Cc1ccccc1-n1c(O)c(/C=C/C=Nc2ccccc2)c(=O)[nH]c1=O	9.9	9.3	11.1	5.1	36.0	9.1	32.7	-10.3	11.1
34	CN(C)S(=O)(=O)N1CCN(S(=O)(=O)c2ccccc2)CC1	0.5	15.9	-6.7	-1.6	10.2	6.2	-7.4	2.5	-1.9
35	Cc1cc(Cl)ccc1OC(C)C(=O)Nc1ccc(C(=O)Nc2ccccc2C(=O)O)cc1 (stereo not drawn)	-0.2	1.7	-0.2	-5.2	-1.4	-14.5	-57.4	16.0	4.3
36	CSc1nn2c(C(F)(F)F)cc(C(F)(F)F)nc2c1C(N)=O	0.4	4.7	1.8	-8.0	0.1	-8.2	-6.8	13.4	-10.3
37	O=C(CSc1ccccc1)Nc1cccc(S(=O)(=O)N2CCOCC2)c1	1.2	-11.4	-0.8	-4.5	1.1	-9.1	-12.9	7.6	-2.7
38	COc1cccc(NC(=O)COc2ccc(N3CC(C(=O)NCC(C)C)CC3=O)cc2)c1 (stereo not drawn)	0.8	11.3	1.8	0.7	4.9	-4.9	-0.2	3.1	1.2
39	Cc1c(N=C2SCC(=O)N2/N=C/c2ccccc2Cl)c(=O)n(-c2ccccc2)n1C	-0.1	11.0	-2.0	10.1	0.6	1.8	0.9	11.2	-34.8
40	CCCN1CCN(c2ccc(S(N)(=O)=O)cc2[N+](=O)[O-])CC1	0.3	7.0	-7.1	-14.9	1.6	-3.5	-24.7	3.7	-6.1

The closing three records of the part before come first, to join the parts:
No.	Molecule	M1 ag parental	M1 PAM parental	M1 ag	CHO-K1 Ca antag	TAAR1 ag	CHRM1 antagonist	TAAR1 antag	CHRM1 PAM	CHO parental Ca
38	COc1cccc(NC(=O)COc2ccc(N3CC(C(=O)NCC(C)C)CC3=O)cc2)c1 (stereo not drawn)	0.8	11.3	1.8	0.7	4.9	-4.9	-0.2	3.1	1.2
39	Cc1c(N=C2SCC(=O)N2/N=C/c2ccccc2Cl)c(=O)n(-c2ccccc2)n1C	-0.1	11.0	-2.0	10.1	0.6	1.8	0.9	11.2	-34.8
40	CCCN1CCN(c2ccc(S(N)(=O)=O)cc2[N+](=O)[O-])CC1	0.3	7.0	-7.1	-14.9	1.6	-3.5	-24.7	3.7	-6.1
41	CCc1cccc(CC)c1NC(=S)/C(=C(\[O-])c1ccc(Cl)s1)[n+]1ccccc1	-0.1	17.5	-6.5	-10.2	10.8	18.0	10.8	-9.5	-29.5
42	COc1ccc(-c2c[n+](CC(=O)N3c4ccccc4Sc4ccccc43)c3n2CCC3)cc1	0.0	12.9	-8.0	-11.6	0.3	86.2*	-9.3	-26.5	-11.4
43	O=C(OCCN1C(=O)c2ccccc2C1=O)c1ccc(S(=O)(=O)N2CCCCCC2)cc1	0.4	14.6	-1.0	-9.2	2.8	-10.2	18.2	7.4	-12.7
44	O=C(O)c1cn(-c2ccccc2)nc1-c1ccncc1	-0.2	-1.9	-1.5	-2.5	16.8	-11.8	-12.8	-2.4	-6.3
